Source: PubChem (several laboratories)
HTR5A inv ctr = HTR5A inverse agonists in luminescence cell assay, primary screen, counter-screen for OPRM1-OPRD1 heterodimer inverse agonist project, full-deck HTS; 5-hydroxytryptamine receptor 5A (Homo sapiens), P47898; HTR5A cell line, inverse agonism; inhibition, % at 9.3 µM; actives 0.083% (n = 340,000); in the data active = inhibition mostly above about 23%, no sharp cut-off; inactive = mostly below about 18%;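 also: 0% = cells with DMSO and 100% = no-cell wells with DMSO; some compounds called inactive have numbers as strong as hits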
HTR5A ag ctr = HTR5A agonists in luminescence cell assay, primary screen, counter-screen for OPRM1-OPRD1 heterodimer agonist project, full-deck HTS; actives 0.61% (n = 340,000); activation, % at 9.3 µM; cell-based; AID 504692, 2011; in the data active = activation mostly above about 9.5%, no sharp cut-off; inactive = mostly below about 7.6%;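 also: 0% = cells with vehicle only and 100% = reference agonist; strong numbers were not always called active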
V-ATPase pHluor = regulators of yeast V-ATPase proton pumping, primary screen, pHLuorin cytosolic pH fluorescence | S. cerevisiae | response, % at 10 µM | actives 0.37% (n = 350,000); in the data active = response mostly above about 7.3%, no sharp cut-off; inactive = mostly below about 5.4%; also: actives read high; inactives centre near 0; some compounds called inactive have numbers as strong as hits; reference of the scale not given here
MOR-DOR ag = agonists of OPRM1-OPRD1 heterodimerization, primary screen, cell-based, luminescence | Mu-type opioid receptor (Homo sapiens) + Delta-type opioid receptor (Homo sapiens), … | cells | activation, % at 9.3 µM | actives 0.3% (n = 340,000) | AID 504326, 2011; in the data active = activation above about 18%;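 also: 0% = vehicle-treated cells and 100% = reference agonist; values of inactives mirror those of a sister screen read the other way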
PKA-R1A activ = activators of PKA-R1A holoenzyme, primary screen, biochemical, fluorescence polarization, Cy5-IP20, bovine R1A, mouse PKAc; cAMP-dependent protein kinase type I-alpha regulatory subunit (Bos taurus) + …; PKA-R1A dissociation; scaled: DMSO 0%, 113 µM cGMP 100%; activation, % at 11.4 µM; actives 0.083% (n = 340,000); AID 504707, 2011;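 active = percent activation above the mean of all tested compounds plus 3 SD, cut at about 19% in these data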;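 also: higher means more PKAc released from R1A so a rise in polarization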
MOR-DOR inv ag = inverse agonists of MOR-DOR heterodimerization, primary screen, cell-based, luminescence; cell-based MOR-DOR heterodimer luminescence, inverse agonism; inhibition, % at 9.3 µM; actives 0.21% (n = 340,000); in the data active = inhibition above about 22%, passing the limit was not always enough;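 also: 0% = cells with DMSO and 100% = wells without cells with DMSO; values of inactives mirror those of a sister screen read the other way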
DSG3 Ab inh = inhibitors of pemphigus antibody binding to DSG3, primary screen, biochemical, bead-based, flow cytometry, scFv-GFP; DSG3-coupled beads, scFv-anti-DSG3-GFP binding; active compounds read low; AID 588358, 2011; actives 0.48% (n = 310,000); Desmoglein-3 (Homo sapiens), P32926; binding (percent of control), % at 10 µM;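 active = binding more than 3 SD below its plate's average and above zero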;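 also: hits lower antibody fragment binding to DSG3; some compounds called inactive have numbers as strong as hits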
Target sequence (P32926 whole entry, looked up, the tested form may be a part): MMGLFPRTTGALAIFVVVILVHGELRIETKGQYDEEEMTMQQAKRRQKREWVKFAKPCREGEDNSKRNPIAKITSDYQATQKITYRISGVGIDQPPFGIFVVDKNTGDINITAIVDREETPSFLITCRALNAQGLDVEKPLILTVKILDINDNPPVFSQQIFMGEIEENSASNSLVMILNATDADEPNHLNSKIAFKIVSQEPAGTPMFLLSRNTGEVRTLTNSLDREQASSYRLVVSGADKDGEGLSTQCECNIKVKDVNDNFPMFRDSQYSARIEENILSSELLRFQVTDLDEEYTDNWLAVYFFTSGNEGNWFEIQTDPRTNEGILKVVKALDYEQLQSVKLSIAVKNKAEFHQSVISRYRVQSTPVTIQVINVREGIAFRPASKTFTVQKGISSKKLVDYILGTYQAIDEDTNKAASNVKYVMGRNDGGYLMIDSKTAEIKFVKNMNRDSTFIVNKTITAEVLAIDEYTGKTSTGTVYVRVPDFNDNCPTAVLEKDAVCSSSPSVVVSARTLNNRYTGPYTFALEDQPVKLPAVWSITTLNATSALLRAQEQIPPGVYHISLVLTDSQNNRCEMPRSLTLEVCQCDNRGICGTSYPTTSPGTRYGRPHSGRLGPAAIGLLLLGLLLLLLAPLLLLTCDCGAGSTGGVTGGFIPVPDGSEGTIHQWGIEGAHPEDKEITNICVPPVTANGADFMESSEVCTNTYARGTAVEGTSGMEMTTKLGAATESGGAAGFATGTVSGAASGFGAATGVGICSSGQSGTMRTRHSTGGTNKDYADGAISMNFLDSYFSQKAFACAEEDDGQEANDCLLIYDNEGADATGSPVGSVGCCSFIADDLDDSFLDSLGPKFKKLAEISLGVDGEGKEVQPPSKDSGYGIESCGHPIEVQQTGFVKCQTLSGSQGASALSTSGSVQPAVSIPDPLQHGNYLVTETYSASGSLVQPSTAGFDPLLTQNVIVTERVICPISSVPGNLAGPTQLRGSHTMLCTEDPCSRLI
PKA-R2B activ = activators of PKA-R2B holoenzyme, primary screen, biochemical, fluorescence polarization, Cy5-IP20, human | cAMP-dependent protein kinase catalytic subunit beta (Homo sapiens) + cAMP-dependent … | activation, % at 11.4 µM | AID 504700, 2011 | actives 0.079% (n = 340,000) | PKA-R2B holoenzyme dissociation; R2B truncated from residue 108, S112A mutant; 0% DMSO only, 100% 113 µM cGMP;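 active = activation above a cutoff set at the mean over all compounds plus 3 SD, cut at about 18% in these data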;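 also: higher means more holoenzyme dissociation and a rise in polarization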
Arrestin-AP2 inh = inhibitors of beta-arrestin/AP2 binding, primary screen, biochemical, GPCR trafficking, flow cytometry. actives 0.31% (n = 340,000). beta-arrestin 1 C-terminal peptide binding to AP2 beta2-adaptin appendage (human). FITC-arrestin peptide / GST-AP2 beads; AP2 beta2 appendage carries R879A mutation. inhibition, % at 10 µM;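 active = inhibition above a set limit, near 3 SD of compounds lacking own fluorescence, cut at about 54% in these data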;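 also: plate controls were DMSO wells for no effect and 5 µM unlabelled arrestin peptide for full effect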
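System: GST-tagged AP2 beta2-adaptin appendage (R879A) on 4 µm glutathione beads / Reagent: FITC-arrestin peptide, 50 nM / Detection: HyperCyt-sampled flow cytometry, FL1 channel, ex 488/em 535 nm / Timing: 12 min plus 1 h, RT / Buffer or medium: PBS plus Tween 20 (0.05%) and BSA (0.1%)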
DAGLB inh = DAGLB lipase inhibitors, primary screen, biochemical, fluorescence, HTS; Diacylglycerol lipase-beta (Homo sapiens), Q8NCG7; HEK293T DAGLB membrane lysate, EnzChek fluorogenic substrate; inhibition, % at 5.17 µM; actives 0.059% (n = 340,000); in the data active = inhibition above about 34%;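 also: 0% = enzyme with vehicle and 100% = wells lacking enzyme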
* = called active by the depositor. Compounds were not picked by outcome, and some 2.4% of all compounds hit somewhere here.

Screening COc1ccc(C2C(=O)N(C3CCCCCC3)CC(=O)N2Cc2ccccc2)cc1OC (configuration not stated) returned HTR5A inv ctr -3, HTR5A ag ctr -3, V-ATPase pHluor -3, MOR-DOR ag -2.0, PKA-R1A activ 2, MOR-DOR inv ag 11, DSG3 Ab inh 103, PKA-R2B activ -10, Arrestin-AP2 inh 1 and DAGLB inh 0.
For CC(/C=N/NC(=O)c1nnn(-c2nonc2N)c1C(C)C)=C\c1ccccc1 the results were HTR5A inv ctr -18, HTR5A ag ctr 4, V-ATPase pHluor 0, MOR-DOR ag 7.8, PKA-R1A activ -7, MOR-DOR inv ag -41, DSG3 Ab inh 98, PKA-R2B activ -8, Arrestin-AP2 inh 9 and DAGLB inh -2.
`CC(=O)Nc1c(C(=O)N2CCCCCC2)cnn1-c1ccccc1` gave HTR5A inv ctr 2, HTR5A ag ctr -1, V-ATPase pHluor -1, MOR-DOR ag -0.8, PKA-R1A activ -4, MOR-DOR inv ag 4, DSG3 Ab inh 107, PKA-R2B activ -2, Arrestin-AP2 inh -10 and DAGLB inh -1.
Screening Cc1ccc(CNC(=O)c2ccccc2NC(=O)CSc2nnnn2C)cc1 returned HTR5A inv ctr -28, HTR5A ag ctr -6, MOR-DOR ag -1.1, PKA-R1A activ -8, MOR-DOR inv ag 7, DSG3 Ab inh 105, PKA-R2B activ -4, Arrestin-AP2 inh -5 and DAGLB inh 0.
For Cc1ccc(C)c(OCC(=O)N/N=C\c2cccn2C)c1 the results were HTR5A inv ctr -18, HTR5A ag ctr 7, V-ATPase pHluor 1, MOR-DOR ag 0.9, PKA-R1A activ 4, MOR-DOR inv ag -5, DSG3 Ab inh 105, PKA-R2B activ 3, Arrestin-AP2 inh 14 and DAGLB inh 1.
Screening CNc1nc(SC)nc2ccccc12 returned HTR5A inv ctr -20, HTR5A ag ctr -5, V-ATPase pHluor -1, MOR-DOR ag -0.8, PKA-R1A activ 1, MOR-DOR inv ag 4, DSG3 Ab inh 106, PKA-R2B activ 2, Arrestin-AP2 inh -2 and DAGLB inh 1.
For Nc1c(C(=O)OCC(=O)Nc2ccccc2Br)[nH]c(=O)[nH]c1=O the results were HTR5A inv ctr 0, HTR5A ag ctr 0, V-ATPase pHluor 2, MOR-DOR ag -1.5, PKA-R1A activ -9, MOR-DOR inv ag 6, DSG3 Ab inh 98, PKA-R2B activ 9, Arrestin-AP2 inh 1 and DAGLB inh 0.
`COc1ccc(N=C2c3ccccc3-c3ccc([N+](=O)[O-])cc32)cc1` gave HTR5A inv ctr 13, HTR5A ag ctr -3, V-ATPase pHluor -3, MOR-DOR ag 3.9, PKA-R1A activ 1, MOR-DOR inv ag -20, DSG3 Ab inh 94, PKA-R2B activ -9, Arrestin-AP2 inh -6 and DAGLB inh 1.
`O=C(c1ccc(CS(=O)Cc2ccc(Cl)cc2)o1)N1CCN(c2ccccc2)CC1` (configuration not stated) gave HTR5A inv ctr -5, HTR5A ag ctr -1, V-ATPase pHluor 0, MOR-DOR ag -2.4, PKA-R1A activ 4, MOR-DOR inv ag 12, DSG3 Ab inh 101, PKA-R2B activ 1, Arrestin-AP2 inh 0 and DAGLB inh 3.
`CC1(C)CC(O)CC(C)(C)N1CC(O)COCc1ccccc1` (configuration not stated) gave HTR5A inv ctr -2, HTR5A ag ctr 1, V-ATPase pHluor -2, MOR-DOR ag -2.4, PKA-R1A activ -2, MOR-DOR inv ag 12, DSG3 Ab inh 113, PKA-R2B activ -14, Arrestin-AP2 inh -17 and DAGLB inh -1.
Screening C=CCNC(=O)NC(=O)CN1C(=O)NC(c2ccccc2)(c2ccccc2)C1=O returned HTR5A inv ctr -8, HTR5A ag ctr 7, V-ATPase pHluor -5, MOR-DOR ag -1.7, PKA-R1A activ -4, MOR-DOR inv ag 9, DSG3 Ab inh 103, PKA-R2B activ -6, Arrestin-AP2 inh 13 and DAGLB inh -3.
Screening COc1ccccc1NC(=O)c1sc(NC(=O)c2ccco2)c(C#N)c1C returned HTR5A inv ctr 8, HTR5A ag ctr 0, V-ATPase pHluor -8, MOR-DOR ag -3.3, PKA-R1A activ -11, MOR-DOR inv ag 19, DSG3 Ab inh 107, PKA-R2B activ -3, Arrestin-AP2 inh 22 and DAGLB inh 1.
CCOc1cccc(NC(=O)c2cnccc2C(F)(F)F)c1 was read as HTR5A inv ctr 6, HTR5A ag ctr 3, V-ATPase pHluor 1, MOR-DOR ag -2.5, PKA-R1A activ -9, MOR-DOR inv ag 13, DSG3 Ab inh 91, PKA-R2B activ -4, Arrestin-AP2 inh 2 and DAGLB inh -1.
`Cc1c(-c2cccc(NC(=O)c3cccs3)c2)nc2ncccn12` gave HTR5A inv ctr 7, HTR5A ag ctr -3, V-ATPase pHluor -1, MOR-DOR ag -2.2, PKA-R1A activ -8, MOR-DOR inv ag 11, DSG3 Ab inh 89, PKA-R2B activ -7, Arrestin-AP2 inh 6 and DAGLB inh -2.
O=C(NNc1c(Cl)cncc1Cl)c1sccc1Cl was read as HTR5A inv ctr 1, HTR5A ag ctr 4, V-ATPase pHluor 1, MOR-DOR ag -2.8, PKA-R1A activ -16, MOR-DOR inv ag 14, PKA-R2B activ 2, Arrestin-AP2 inh -19 and DAGLB inh 0.
c1ccc(-c2csc3ncnc(N4CCN(Cc5ccc6c(c5)OCO6)CC4)c23)cc1 was read as HTR5A inv ctr 13, HTR5A ag ctr -4, V-ATPase pHluor 2, MOR-DOR ag -0.8, PKA-R1A activ 0, MOR-DOR inv ag 4, PKA-R2B activ 6, Arrestin-AP2 inh -10 and DAGLB inh -2.
`COc1ccccc1NC(=O)C1CCCN1C(=O)Nc1ccc(F)cc1` (configuration not stated) gave HTR5A inv ctr -2, HTR5A ag ctr 4, V-ATPase pHluor 1, MOR-DOR ag -1.4, PKA-R1A activ 6, MOR-DOR inv ag 9, PKA-R2B activ -13, Arrestin-AP2 inh 29 and DAGLB inh -2.
For Cc1cc(-c2nnc3n2N=C(c2ccccc2)CS3)n[nH]1 the results were HTR5A inv ctr 0, HTR5A ag ctr 4, V-ATPase pHluor 0, MOR-DOR ag -0.7, PKA-R1A activ -1, MOR-DOR inv ag 4, DSG3 Ab inh 102, PKA-R2B activ -2, Arrestin-AP2 inh 39 and DAGLB inh -4.
`CCN(CC)c1ccc(CNc2nc3ccccc3n2C)cc1` gave HTR5A inv ctr -15, HTR5A ag ctr 3, V-ATPase pHluor 3, MOR-DOR ag -1.1, PKA-R1A activ 7, MOR-DOR inv ag 6, DSG3 Ab inh 89, PKA-R2B activ -2, Arrestin-AP2 inh 11 and DAGLB inh 1.
CCOCCCn1c(SCC(=O)/C(C#N)=C(\C)N)nc2ccccc2c1=O was read as HTR5A inv ctr 2, HTR5A ag ctr 4, V-ATPase pHluor 8, MOR-DOR ag -2.0, PKA-R1A activ -2, MOR-DOR inv ag 11, DSG3 Ab inh 104, PKA-R2B activ 9, Arrestin-AP2 inh -7 and DAGLB inh 2.
Screening CC(C)N1CCN(Cc2ccc(-c3ccccc3Cl)o2)CC1CCO (configuration not stated) returned HTR5A inv ctr 16, HTR5A ag ctr -2, V-ATPase pHluor -5, MOR-DOR ag 3.9, PKA-R1A activ -10, MOR-DOR inv ag -27, DSG3 Ab inh 101, PKA-R2B activ -4, Arrestin-AP2 inh -39 and DAGLB inh 0.
For O=C(c1ccc(Cl)cc1)N1CCCCC(Cl)C1=O (configuration not stated) the results were HTR5A inv ctr 8, HTR5A ag ctr -3, V-ATPase pHluor -2, MOR-DOR ag -0.7, PKA-R1A activ -5, MOR-DOR inv ag 4, DSG3 Ab inh 118, PKA-R2B activ -3, Arrestin-AP2 inh 6 and DAGLB inh -4.
`CC(=O)c1cccc(N(CC(=O)Nc2ccccc2C(=O)N2CCCC2)S(C)(=O)=O)c1` gave HTR5A inv ctr 17, HTR5A ag ctr -1, V-ATPase pHluor 4, MOR-DOR ag -4.7, PKA-R1A activ 1, MOR-DOR inv ag 15, DSG3 Ab inh 109, PKA-R2B activ 3, Arrestin-AP2 inh -2 and DAGLB inh 0.
c1ccc(-c2nn3c(-c4ccco4)nnc3s2)nc1 was read as HTR5A inv ctr -3, HTR5A ag ctr 1, V-ATPase pHluor -4, MOR-DOR ag -2.8, PKA-R1A activ 8, MOR-DOR inv ag 12, PKA-R2B activ 6, Arrestin-AP2 inh 4 and DAGLB inh 1.
Screening CC(C)(C)OC(=O)C[C@H]1C/C=C\C[C@@H](CC(=O)N(CCO)Cc2ccccc2)C(=O)N[C@H](Cc2c[nH]c3ccccc23)COC1=O returned HTR5A inv ctr 11, HTR5A ag ctr -4, V-ATPase pHluor -5, MOR-DOR ag -2.3, PKA-R1A activ -1, MOR-DOR inv ag 12, DSG3 Ab inh 106, PKA-R2B activ 5, Arrestin-AP2 inh -2 and DAGLB inh 2.
For C=C(Cl)COC(=O)C1C2C=CC(C2)C1C(=O)O (configuration not stated) the results were HTR5A inv ctr 7, HTR5A ag ctr 6, V-ATPase pHluor 4, MOR-DOR ag -3.8, PKA-R1A activ -18, MOR-DOR inv ag 16, DSG3 Ab inh 98, PKA-R2B activ 0, Arrestin-AP2 inh 1 and DAGLB inh -4.
O=C(c1ccccc1)N1CCN(CCc2ccccn2)CC1 was read as HTR5A inv ctr -4, HTR5A ag ctr 7, V-ATPase pHluor 2, MOR-DOR ag 1.1, PKA-R1A activ 5, MOR-DOR inv ag -9, DSG3 Ab inh 97, PKA-R2B activ -2, Arrestin-AP2 inh -3 and DAGLB inh -1.
Screening CCN(Cc1ccccc1)c1ccc(/C=N/NS(=O)(=O)c2ccc(C)c([N+](=O)[O-])c2)cc1 returned HTR5A inv ctr -16, HTR5A ag ctr 4, V-ATPase pHluor -2, MOR-DOR ag 1.2, PKA-R1A activ -1, MOR-DOR inv ag -6, DSG3 Ab inh 104, PKA-R2B activ -7, Arrestin-AP2 inh 15 and DAGLB inh 2.
